EPAC1 agonist: activates human EPAC1 exchange factor; EPAC1 agonist qHTS, biochemical assay; response scale: 100% = response to 6.5 mM cAMP; Potency, µM (series often up to 154 µM), without a hit: at the top dose activation, hits mostly activators; 360,000 tested, 0.073% active; AID 720707; also: potency is read from the fitted curve at half-maximal effect; nearly all actives have a fitted effect of over 60% in size
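Multi-concentration qHTS readout: loss of Rap1B-bound BODIPY-GDP fluorescence driven by 100 nM EPAC1 with excess GDP (50 uM), monitored kinetically at room temperature; agonist response expressed relative to 6.5 mM cAMP.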
PI5P4K alpha inh: inhibitors of human PI5P4K alpha | PI5P4Kalpha enzyme, ADP-Glo luminescence, 60 min; hits give low values | max response, % | 330,000 tested, 1.2% active; active = max response of -50% or lower; inconclusive = between -30% and -50%; inactive = -30% or higher; also: value at the top dose of about 77 µM; % is scaled to controls: 0 for no effect and ±100 for the full control effect
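Compounds were pin-transferred onto PI5P4Kalpha and substrate in HEPES pH 7.4 buffer with EGTA, CHAPS and 5% DMSO. ATP (5 microM final) started the reaction, which ran 60 minutes at room temperature before ADP-Glo detection.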
Abeta rescue: compounds reversing amyloid beta toxicity in yeast; yeast expressing A-beta42, growth rescue, OD600, 48 h; response scale: 0% DMSO, 100% iron-clioquinol control; 410,000 tested, 0.063% active; Potency, µM (highest dose often 46.1 µM), inactives show top-dose growth rescue, most hits filed as activators; also: potency is read from the fitted curve at half-maximal effect; nearly all actives have a fitted effect of over 55% in size
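Growth rescue measured by 600 nm absorbance after 48 h yeast culture at 30 C with compound. Values normalized between DMSO and an equimolar ferric chloride plus clioquinol control.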
FUS yeast rescue: rescues growth of FUS-expressing yeast. S. cerevisiae FUS-expressing, growth rescue, OD600, 24 h. AID 1347120. 390,000 tested, 0.24% active. Potency, µM (titrated, usually from 76.6 µM), inactives show at the highest dose growth rescue (activation), usual class: activators;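 also: potency is read from the fitted curve at half-maximal effect; plate controls were DMSO vehicle for no effect and reference control for full effect; nearly all actives have a fitted effect of over 55% in size; some results filed as inactive show a strong effect at the top dose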
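Absorbance at 600 nm, taken 24hr after compound addition, measured rescue of FUS-yeast growth at 30C. Induction used 2% galactose with seeding at OD 0.005. Controls: CP55940 from 92uM final, DMSO only.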
WRN inhibitor: inhibitors of human WRN helicase | WRN helicase unwinding, fluorescent forked duplex, kinetic | Potency, µM (highest dose often 114 µM), without a hit: at the top dose activity change, negative = inhibition, hits mostly inhibitors | 360,000 tested, 0.46% active | AID 651768; also: potency is read from the fitted curve at half-maximal effect; % is scaled to controls: 0 for no effect and ±100 for the full control effect; nearly all actives have a fitted effect of over 55% in size
Target sequence (Q14191 whole entry, looked up): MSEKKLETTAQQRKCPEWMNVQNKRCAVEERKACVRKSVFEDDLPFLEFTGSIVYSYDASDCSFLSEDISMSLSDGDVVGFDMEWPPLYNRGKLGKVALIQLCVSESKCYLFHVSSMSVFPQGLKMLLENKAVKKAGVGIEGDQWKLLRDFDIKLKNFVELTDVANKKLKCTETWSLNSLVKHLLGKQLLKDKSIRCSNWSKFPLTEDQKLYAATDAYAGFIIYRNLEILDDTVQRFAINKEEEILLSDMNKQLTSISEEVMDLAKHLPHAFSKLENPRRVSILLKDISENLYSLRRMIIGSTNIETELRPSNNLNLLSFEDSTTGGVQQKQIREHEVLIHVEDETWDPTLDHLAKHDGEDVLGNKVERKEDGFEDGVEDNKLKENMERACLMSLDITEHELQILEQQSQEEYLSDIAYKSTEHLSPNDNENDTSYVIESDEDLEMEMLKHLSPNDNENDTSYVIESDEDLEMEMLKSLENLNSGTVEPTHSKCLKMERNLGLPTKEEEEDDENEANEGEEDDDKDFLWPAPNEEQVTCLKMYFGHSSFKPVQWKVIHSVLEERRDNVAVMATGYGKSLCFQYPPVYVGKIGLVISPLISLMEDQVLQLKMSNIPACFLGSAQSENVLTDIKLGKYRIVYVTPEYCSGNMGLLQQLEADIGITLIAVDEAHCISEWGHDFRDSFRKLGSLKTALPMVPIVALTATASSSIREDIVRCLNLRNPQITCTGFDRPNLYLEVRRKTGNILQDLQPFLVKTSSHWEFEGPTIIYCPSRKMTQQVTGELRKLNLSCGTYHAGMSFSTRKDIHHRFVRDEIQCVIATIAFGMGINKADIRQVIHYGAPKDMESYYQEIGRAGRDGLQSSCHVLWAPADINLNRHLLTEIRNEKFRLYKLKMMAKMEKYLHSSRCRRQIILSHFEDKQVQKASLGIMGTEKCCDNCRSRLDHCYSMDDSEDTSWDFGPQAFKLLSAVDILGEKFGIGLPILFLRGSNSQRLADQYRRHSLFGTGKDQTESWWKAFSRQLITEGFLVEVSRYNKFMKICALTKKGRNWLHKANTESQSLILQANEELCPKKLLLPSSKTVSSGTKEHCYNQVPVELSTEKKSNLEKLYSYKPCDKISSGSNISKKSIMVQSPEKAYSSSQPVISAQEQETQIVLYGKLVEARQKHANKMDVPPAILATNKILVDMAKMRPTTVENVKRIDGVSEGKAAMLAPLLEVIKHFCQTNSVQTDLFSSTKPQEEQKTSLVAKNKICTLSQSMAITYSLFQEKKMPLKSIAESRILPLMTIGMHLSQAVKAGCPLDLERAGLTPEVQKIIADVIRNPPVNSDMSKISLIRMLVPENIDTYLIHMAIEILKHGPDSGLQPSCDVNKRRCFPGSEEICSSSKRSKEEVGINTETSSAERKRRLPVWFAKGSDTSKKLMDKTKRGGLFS
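WRN at 20 nM final was preincubated with compound for 15 min at room temperature; reaction started with 100 nM forked duplex oligonucleotide carrying fluorophore and quencher plus 2 mM ATP (final). Unwinding followed kinetically by red fluorescence (ex 525/em 598 nm).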
PLK1 PBD block: inhibitors of human PLK1 polo-box domain binding | Potency, µM, without a hit: max response, negative = inhibition, usual class: inhibitors | AID 720504 | 360,000 tested, 2.8% active | Plk1 PBD binding of FITC phosphopeptide, fluorescence polarization; also: potency is read from the fitted curve at half-maximal effect; series mostly up to about 57 µM; % is scaled to controls: 0 for no effect and ±100 for the full control effect; nearly all actives have a fitted effect of over 65% in size
EPAC1 antagonist: antagonists of human EPAC1; AID 720709; Potency, µM (titrated, usually from 115 µM), without a hit: top-dose activity change, negative = inhibition, usual class: inhibitors; 360,000 tested, 0.14% active; EPAC1 GEF assay, Rap1b-BODIPY-GDP exchange fluorescence; O95398;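 also: potency is read from the fitted curve at half-maximal effect; plate controls were vehicle for no effect and positive control for full effect; nearly all actives have a fitted effect of over 50% in size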
IL-2 act: activators of IL-2 | IL-2 activation reporter assay, cell-based qHTS; stimulated with anti-CD3/CD4/CD28 beads; in transgenic mouse T cells | activation, % (series mostly up to about 46 µM) | 360,000 tested, 0.065% active | AID 652025; in the data active = activation above about 50%; inconclusive = mostly about 30% to 49%; also: 0% is about no effect
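Unstimulated transgenic mouse T cells preincubated 60 min with compound, then stimulated with anti-CD3/anti-CD4-coated beads plus anti-CD28 for 18 h at 37 degrees C. IL-2 response read as EGFP and DsRed fluorescence by plate cytometry.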
Numbers without * were called inactive; ? = inconclusive; . = no result given; & = joins results of further samples; [ ] = dose if it differs, or a comment. Unless noted, calls follow the shape of the dose curve; as a rule, active = well fitted curve in the direction sought with a large enough effect; inconclusive = small, poorly fitted or top-dose-only effect, or another doubt; inactive = no such curve, though single readings can be large; an effect the other way counts as inactive or inconclusive. Compounds as they come; 4.1% or so of the library scored in one or more.

SMILES	EPAC1 agonist	PI5P4K alpha inh	Abeta rescue	FUS yeast rescue	WRN inhibitor	PLK1 PBD block	EPAC1 antagonist	IL-2 act
CCN(C[C@H]1N[C@@](Cc2ccccc2)(C(=O)OC)[C@H]2C(=O)N(Cc3ccccc3)C(=O)[C@@H]12)S(=O)(=O)c1ccc(OC(F)(F)F)cc1	-23%	3	8%	24%	-2%	-6%	?	0.7
Cc1ccc(NC(=O)CNC(=O)c2ccc3c(c2)OCO3)nc1	9%	-2	0%	-23%	6%	-5%	-4%	-3.9
O=c1[nH]ncc2c3ccccc3n(Cc3ccccc3F)c12	4%	11	-15%	27%	-1%	-10%	22%	0.5
COc1ccc(OCC(=O)Nc2nc3ccccc3[nH]2)cc1	2%	-3	11%	-10%	5%	-8%	6%	0.1
Cc1cc(C(=O)NCCc2ccc(S(N)(=O)=O)cc2)c(C)o1	-1%	-12	-27%	17%	?	-8%	-9%	-2.4
O=C(CCCn1ncn2c(cc3occc32)c1=O)NCc1ccccc1F	2%	1	7%&-3%	30%&-4%	-1%	0%	10%	0.6
Oc1ccc(/C=N/n2c(-c3ccco3)csc2=Nc2cccnc2)c(O)c1	-2%	-14	-10%	11%	-14%	-2%	-6%	1.8
CC(C)Cn1nc(C(=O)Nc2cccc(C(=O)NC3CC3)c2)c2ccccc2c1=O	-2%	-4	5%	.	2%	-1%	1%	0.1
C=CCn1c(=N)c(C#N)cc2c(=O)n3ccccc3nc21	-5%	11	16%	-18%	-3%	-6%	6%	0.1
CC1(NC(=O)c2cc(S(=O)(=O)N3CCCCC3)ccc2Cl)CCS(=O)(=O)C1 (stereo not drawn)	-1%	.	-17%	7%	4%	-6%	17%	-2.3
CCOC(=O)c1ccc(CN(Cc2ccc(C)cc2)S(=O)(=O)c2cccc([N+](=O)[O-])c2)cc1	7%	25	-2%	-17%	-7%	-2%	-8%	0.9
CC(Sc1nncn1C)C(=O)Nc1cc(C(F)(F)F)ccc1N1CCOCC1 (stereo not drawn)	0%	0	6%	7%	2%[57.1 µM]	6%	-11%	0.1
Cc1ccc(C(=O)c2nccn2C)cc1C	2%	-6	1%	5%	12%	-3%	27%	0.6
O=C(c1ccc(Cl)c([N+](=O)[O-])c1)N(Cc1cccc(Cl)c1)C1CCS(=O)(=O)C1 (stereo not drawn)	-12%	2	-5%	30%	-7%	-2%	-6%	0.4
Cc1cc(C)nc(N2CCN(C(=O)CCC(=O)Nc3nnc(C(C)C)s3)CC2)n1	5%	-1	-7%	2%	4%	-6%	0%	-3.9
Cc1cc(C)nc(SCc2cn3c(C)cccc3n2)n1	-7%	-8	5%	5%	-8%	?	-1%	0.3
COc1ccc(CCNS(=O)(=O)c2ccc3c(c2)NC(=O)CCS3)cc1OC	-20%	-13	2%	11%	0%	-8%	-12%	-0.7
CC12CC3CC(C)(C1)CC(C(=O)NC1=NCCS1)(C3)C2	5%	9	-6%	35%	-13%	-1%	12%	0.6
COC(=O)[C@H](Cc1ccccc1)NC(=O)Cn1cnc2c(OCc3ccccc3)ncnc21	-21%	0	-6%	5%	-7%	-7%	6%	0.7
CCOC(=O)N1CCN(C(=O)Nc2ccc(Cl)cc2)CC1	-2%	0	-14%	5%	-4%	4%	11%	-0.4

Limited to WRN inhibitor and PI5P4K alpha inh, for some of the entries so far:
SMILES	WRN inhibitor	PI5P4K alpha inh
O=c1[nH]ncc2c3ccccc3n(Cc3ccccc3F)c12	-1%	11
COc1ccc(OCC(=O)Nc2nc3ccccc3[nH]2)cc1	5%	-3
Cc1cc(C(=O)NCCc2ccc(S(N)(=O)=O)cc2)c(C)o1	?	-12
O=C(CCCn1ncn2c(cc3occc32)c1=O)NCc1ccccc1F	-1%	1
Oc1ccc(/C=N/n2c(-c3ccco3)csc2=Nc2cccnc2)c(O)c1	-14%	-14
CC(C)Cn1nc(C(=O)Nc2cccc(C(=O)NC3CC3)c2)c2ccccc2c1=O	2%	-4

More records follow:
SMILES	EPAC1 agonist	PI5P4K alpha inh	Abeta rescue	FUS yeast rescue	WRN inhibitor	PLK1 PBD block	EPAC1 antagonist	IL-2 act
CCOC(=O)c1c(C)[nH]c(/C(C)=N/NC(=O)c2cccnc2)c1C	13%	0	8%	-47%	5%	5%	-1%	-0.2
COc1ccc(S(=O)(=O)N2CCCCC2)cc1NC(=O)C1CC(=O)N(Cc2ccccc2)C1 (stereo not drawn)	6%	-1	8%	25%	6%	-13%	-7%	-0.3
Cc1cc(S(=O)(=O)n2cnc3cc([N+](=O)[O-])ccc32)ccc1Cl	3%	0	-12%	.	7%	-15%	7%	-2.0
COc1cccc(/C=C2\Sc3ccc(C(=O)NCc4cccnc4)cc3N(C)C2=O)c1	10%	-4	-8%	39%	2%	-6%	1%	0.2
O=C(N/N=C/C1CC=CCC1)c1ccc(O)cc1O (stereo not drawn)	3%	7	9%	.	0%	2%	11%	0.3
O=c1cc(CSc2nnc(C3CC3)n2Cc2ccccc2)nc2sccn12	-6%	6	-7%	7%	-3%	-14%	-4%	0.5
Cc1cc(NC(=O)c2ccc(Cn3nc(C)c(Br)c3C)o2)no1	-2%	.	-28%	22%	-10%	-9%	?	-0.7
C=CCC[C@@H](Cc1ccc(F)cc1)C(=O)OC[C@@H](Cc1ccccc1)NC(=O)[C@@H](CC=C)CC(=O)N[C@@H](CO)Cc1ccccc1	-9%	-1	9%	2%	-6%	-11%	-16%	-3.7
COC(=O)c1ccccc1Oc1ccc(NC(=O)CCCl)cc1	7%	-7	26%	5%	-2%	-16%	-15%	0.6
CN(CC1CCCN(CCc2ccccc2F)C1)C(=O)c1ccoc1 (stereo not drawn)	-3%	-4	-2%	-8%	-3%	-11%	-14%	1.0
CCCN1C(=O)/C(=C/c2ccc(N3CCOCC3)cc2)NC1=S	-27%	-1	-7%	16%	21%	39%[activator]	14%	1.0
O=C(NCC1CCCO1)c1cc2c(s1)CCCC2 (stereo not drawn)	6%	?	-1%	4%	-7%	0%	-2%	0.1
CCn1cc(CN2CCCC(C(=O)Nc3cccc(-c4cc5ccccc5[nH]4)c3)C2)c(C)n1 (stereo not drawn)	-17%	-6	18%	19%	7%	-13%	-25%	-2.9
Cc1cc(C)cc(NC(=O)CCC(=O)N2CCSc3ccccc32)c1	-4%	-1	5%&17%	11%&25%	-1%	-4%	-18%	-2.6
O=C(NC12CC3CC(CC(C3)C1)C2)N1CCCC(CO)C1 (stereo not drawn)	8%	2	0%	-6%	6%	-9%	-21%	0.2
COc1ccccc1N1CCN(/N=C\c2sccc2C)CC1	3%	-3	6%	4%	4%	4%	15%	0.2
COc1ccc(CC(=O)N2N=C(c3ccncc3)CC2(O)C(F)(F)F)cc1 (stereo not drawn)	-10%	6	16%	-12%	0%	-2%	-14%	-0.6
Cc1ccc(C)c(S(=O)(=O)N(C)c2ccc(OC(=O)C3CCN(C(=O)Nc4ccccc4)CC3)cc2)c1	18%	9	2%	29%	-4%	-1%	2%	-0.7
CC(=O)Nc1ccc(S(=O)(=O)NCCc2ccc(F)cc2)cc1	4%	.	14%	7%	-3%	0%	6%	-0.7
CCCN(CCC)C(=O)Cn1c2ccccc2c2nc(=O)cc(C)n21	-17%	-5	-10%	-19%	8%	-14%	7%	-0.5
Cc1ccc(C2=NOC(=O)/C2=C\c2ccc(C)o2)cc1	-9%	-19	-58%[inhibitor]	23%	?	0.75µM*	?	-6.0
COc1ccccc1-n1nc(C)cc1N	3%	-7	-14%	25%	0%[57.1 µM]	-2%	-21%	-1.3
CCCN(CC1CC1)c1cc2c(c3c1ccn3C)C1CCC2C1 (stereo not drawn)	-2%	0	6%	-2%	-3%	-3%	-16%	-0.8
Cc1ccccc1NC(=O)c1ccc(C)c(S(=O)(=O)Nc2cccnc2)c1	-13%	3	2%	-1%	2%	2%	4%	-0.2
O=C(NCCCn1ccnc1)c1ccccc1Br	6%	-1	1%	-4%	3%[57.1 µM]	-3%	12%	1.6

2 of the compounds above, as comma-separated lines.
smiles,EPAC1 agonist,PI5P4K alpha inh,Abeta rescue,FUS yeast rescue,WRN inhibitor,PLK1 PBD block,EPAC1 antagonist,IL-2 act
CCOC(=O)c1ccc(CN(Cc2ccc(C)cc2)S(=O)(=O)c2cccc([N+](=O)[O-])c2)cc1,7%,25,-2%,-17%,-7%,-2%,-8%,0.9
COc1cccc(/C=C2\Sc3ccc(C(=O)NCc4cccnc4)cc3N(C)C2=O)c1,10%,-4,-8%,39%,2%,-6%,1%,0.2
